# Compound activity from PubChem BioAssay.
# PI4K2A inh: PI4K2A (human) kinase inhibition | Q9BTU6 | purified PI4K2A, ADP-Glo luminescence, 1 h; active compounds read low | activity change, negative = inhibition, % at 76.9 µM | actives 0.13% (n = 420,000) | AID 1346378; in the data active = activity change below about -50%; inconclusive = mostly about -30% to -49%;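 note: -100% = wells without enzyme as full effect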
#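 PI4K2A activity was measured by ADP-Glo luminescence: enzyme (4 ug/mL stock) and phosphatidylinositol (1.2 mM stock) in Tris pH 7.5/MgCl2/EGTA/Triton X-100 buffer were reacted with ATP (300 microM stock) for one hour at ambient temperature.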
# Tb PGK inh: inhibitors of T. brucei phosphoglycerate kinase; P07378; PGK/GAPDH coupled, Kinase-Glo luminescence, 60 min; Potency, µM (titrated, usually from 57.5 µM), for inactives: at the top dose activity change, negative = inhibition, hits mostly inhibitors; actives 0.043% (n = 380,000); AID 602233; note: potency is the fitted concentration of half-maximal effect; % is set by controls: 0 for no effect and ±100 for the full control effect; nearly all actives have a fitted effect of over 60% in size
#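 Luminescent ATP detection (Kinase-Glo Plus) follows a 60-minute room-temperature incubation, with wells lacking PGK as controls. Buffer: 100 mM TEA (pH 7.6), 5 mM MgCl2, 0.01% Tween-20. Coupling enzyme GAPDH (100 nM final) supplies unstable 1,3-BPG in-well.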
# GLS inhibitor: inhibitors of human glutaminase (GLS); GLS enzymatic activity, qHTS titration; Potency, µM (top dose mostly 45.5 µM), inactives show top-dose activity change, negative = inhibition, most hits filed as inhibitors; actives 0.21% (n = 410,000); note: potency is the fitted concentration of half-maximal effect; % is set by controls: 0 for no effect and ±100 for the full control effect
#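 Two-point fluorescence kinetic (t0, 30 min RT) for hKGA; glutamate detected via glutamate oxidase–HRP–Amplex Red. Substrate: 1 mM L-glutamine solution; buffer 45 mM KH2PO4, pH 8.2.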
# JMJD2A Tudor: inhibitors of human JMJD2A Tudor domain; Potency, µM (titrated, usually from 114 µM), without a hit: at the highest dose activity change, negative = inhibition, hits mostly inhibitors; actives 4.4% (n = 390,000); O75164; AlphaScreen JMJD2A-Tudor / H3K4me3 peptide binding; note: potency is the fitted concentration of half-maximal effect; % is set by controls: 0 for no effect and ±100 for the full control effect; nearly all actives have a fitted effect of over 50% in size
# Target sequence (O75164 whole entry, looked up, the tested form may be a part): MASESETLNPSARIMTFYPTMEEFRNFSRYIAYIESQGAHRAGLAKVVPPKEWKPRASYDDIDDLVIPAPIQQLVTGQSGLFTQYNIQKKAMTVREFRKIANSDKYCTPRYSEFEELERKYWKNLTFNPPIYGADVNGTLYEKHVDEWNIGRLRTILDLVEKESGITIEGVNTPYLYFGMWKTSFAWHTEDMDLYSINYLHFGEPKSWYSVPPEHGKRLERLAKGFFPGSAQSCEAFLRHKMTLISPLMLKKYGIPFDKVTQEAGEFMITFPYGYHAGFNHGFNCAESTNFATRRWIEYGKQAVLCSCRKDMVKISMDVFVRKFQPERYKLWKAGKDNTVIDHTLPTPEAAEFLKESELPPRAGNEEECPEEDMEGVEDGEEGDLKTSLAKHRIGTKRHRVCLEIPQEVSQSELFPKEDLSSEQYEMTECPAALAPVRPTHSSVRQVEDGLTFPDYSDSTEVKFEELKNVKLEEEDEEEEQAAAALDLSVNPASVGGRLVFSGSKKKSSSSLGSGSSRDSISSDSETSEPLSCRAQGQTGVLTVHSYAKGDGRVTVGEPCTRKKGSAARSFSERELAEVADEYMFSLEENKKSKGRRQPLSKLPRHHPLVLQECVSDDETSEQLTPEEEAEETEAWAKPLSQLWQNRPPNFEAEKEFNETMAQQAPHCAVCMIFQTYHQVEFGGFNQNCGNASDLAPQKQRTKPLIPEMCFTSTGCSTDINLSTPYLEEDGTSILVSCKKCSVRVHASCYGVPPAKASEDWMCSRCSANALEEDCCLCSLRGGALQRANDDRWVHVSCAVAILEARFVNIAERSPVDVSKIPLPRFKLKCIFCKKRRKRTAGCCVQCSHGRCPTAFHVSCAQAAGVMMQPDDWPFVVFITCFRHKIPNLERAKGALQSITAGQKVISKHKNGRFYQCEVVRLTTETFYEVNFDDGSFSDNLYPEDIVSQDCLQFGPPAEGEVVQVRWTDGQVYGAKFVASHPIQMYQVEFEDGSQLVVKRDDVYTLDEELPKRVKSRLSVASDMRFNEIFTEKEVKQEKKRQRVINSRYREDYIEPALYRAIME
# G9a block: inhibitors of human histone lysine methyltransferase G9a; Q96KQ7; G9a H3K9 monomethylation, AlphaScreen, 2 h; Potency, µM (series often up to 102 µM), inactives show top-dose activity, negative = inhibition, usual class: inhibitors; actives 8.8% (n = 350,000); AID 504332; note: potency is the fitted concentration of half-maximal effect; % is set by controls: 0 for no effect and ±100 for the full control effect; nearly all actives have a fitted effect of over 75% in size
#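 AlphaScreen detection with an anti-monomethyl H3K9 antibody quantified product after a 2 h room-temperature reaction containing 500 nM biotinylated H3K9 peptide, 20 µM SAM and 20 nM enzyme, which had been preincubated 15 min with compound.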
# BAZ2B inh: blocks human BAZ2B; Q9UIF8; AlphaScreen BAZ2B-H3K14Ac peptide displacement; Potency, µM (series often up to 114 µM), for the others: at the top dose activity change, negative = inhibition, hits mostly inhibitors; actives 4.4% (n = 360,000); AID 504333; note: potency is the fitted concentration of half-maximal effect; % is set by controls: 0 for no effect and ±100 for the full control effect; nearly all actives have a fitted effect of over 60% in size
#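 In this displacement format the biotinylated H3(5-23) peptide acetylated at Lys14 serves as ligand at 50 nM, with BAZ2B at 50 nM in PBS pH 7.4 containing 0.01% Tween-20. Donor and acceptor beads are 10 ug/mL final.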
# Pol eta inh: DNA polymerase eta (human) inhibition. Q9Y253. recombinant Pol eta, fluorescent DNA replication assay. Potency, µM (top dose mostly 114 µM), for inactives: at the highest dose activity change, negative = inhibition, usual class: inhibitors. actives 1.2% (n = 390,000). AID 588591; note: potency is the fitted concentration of half-maximal effect; % is set by controls: 0 for no effect and ±100 for the full control effect
#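 Pol eta (10 nM) was preincubated with compounds for 15 min at room temperature, after which fluorescent replication substrate (50 nM final) was added to start the reaction. Fluorescence was read kinetically at 0 and 10 min.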
# HP1b chromo inh: HP1-beta chromodomain-methylated histone interaction inhibition | P83916 | Potency, µM (top dose mostly 114 µM), inactives show top-dose activity change, negative = inhibition, hits mostly inhibitors | actives 0.56% (n = 390,000) | AlphaScreen HP1-beta / biotin-H3K9me3 peptide binding; note: potency is the fitted concentration of half-maximal effect; nearly all actives have a fitted effect of over 70% in size; inactives centre near 23
#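 AlphaScreen: HP1-beta (50 nM) preformed 30 min with biotin-H3(1-18)K9me3 peptide (50 nM) in PBS pH 7.4, 0.01% Tween-20. Compound added for 30 min at RT, then streptavidin donor/nickel chelate acceptor beads (10 ug/mL) for 30 min.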
# Pin1 inhibitor: inhibitors of human Pin1. actives 0.009% (n = 390,000). Q13526. AID 504891. Potency, µM (doses to about 115 µM), for the others: at the top dose activity, negative = inhibition, hits mostly inhibitors. Pin1 FP peptide displacement, HiFluor488, 10 min; active = well fitted inhibition curve with a large enough effect in the polarisation, with a control signal flat, not every such curve was filed as active; inconclusive = small, poorly fitted or top-dose-only effect, or effect the other way, or a change in a side signal; inactive = no such curve, though single readings can be large or run the other way; the % refers to the polarisation; note: potency is the fitted concentration of half-maximal effect; % is set by controls: 0 for no effect and ±100 for the full control effect
# * hit, by the source's call; i = inactive; ? = inconclusive; / = no result given; [ ] = another dose, or the depositor's remark. Unless noted, calls come from the whole dose curve; as a rule, active = well fitted curve in the direction sought with a large enough effect; inconclusive = small, poorly fitted or top-dose-only effect, or another doubt; inactive = no such curve, though single readings can be large; an effect the other way counts as inactive or inconclusive.
SMILES,PI4K2A inh,Tb PGK inh,GLS inhibitor,JMJD2A Tudor,G9a block,BAZ2B inh,Pol eta inh,HP1b chromo inh,Pin1 inhibitor
Cc1nc2ccc(-c3ccccc3)cc2o1,6.4,-7.3%,0.6%,37.4%[activator],?,0.1%,-11.8%,50.3%[activator],-1.6%
COc1ccc(S(=O)(=O)Nc2cccc(S(=O)(=O)N3CCCCCC3)c2)cc1,-2.4,i,0.9%,-9.3%,10.3%,8.5%,-16.8%,29.5%,9.5%
Cc1cccc(C)c1NC(=O)N1CCN(C2CCCCC2)CC1,9.9,-1.9%,7.2%,11.0%,-3.0%[59 µM],0.9%,-8.6%,20.5%,-2.2%
Cc1ccc(Cl)cc1NC(=O)/C(C#N)=C\c1cn(Cc2ccc(F)cc2)c2ccccc12,5.6,-6.9%,-2.1%,-16.3%,13.7%[59 µM],-0.4%,-4.3%,7.0%,61.8%[activator]
COc1ccc(-c2oc3ncn4nc(COc5ccc(Cl)cc5)nc4c3c2-c2ccc(OC)cc2)cc1,-1.8,7.9%,-3.4%,5.6%,-4.1%[59 µM],-2.2%,-17.7%,36.7%,10.8%
Cc1ccc(CC(=O)Nc2ccc(F)c([N+](=O)[O-])c2)cc1C,-1.0,6.6%,-2.0%,-12.1%,-2.1%,?,-23.6%,35.7%,?
O=S(=O)(c1ccccc1Cl)N1CCCC(c2nc(-c3cccnc3)no2)C1 (stereo not drawn),7.0,-0.3%,1.6%,-11.4%,2.3%[12.7 µM],-5.9%,-8.7%,16.0%,1.6%
CCOc1ccccc1NC(=S)N1CCN(c2ccc(O)cc2)CC1,-4.6,-8.8%,33.0%[activator],?,35.5µM*,-14.3%,-7.0%,-11.3%,36.3%[activator]
Brc1cccc(-c2nnc3sc(CNCc4ccco4)cn23)c1,2.0,-0.7%,3.1%,-29.1%,44.7µM*,-21.3%,-12.0%,20.6%,17.5%
CC(C)CNC(=O)C(=O)NCC1OCCCN1S(=O)(=O)c1ccc2c(c1)OCCO2 (stereo not drawn),0.9,i,-2.2%,-5.6%,33.0%,-2.3%,-24.9%,30.4%,2.3%
CCNC(=S)NNC(=O)c1ccoc1C,-1.1,2.0%,10.8%,-15.3%,10.7%,13.8%,-4.0%,47.3%[activator],?
CCOC(=O)N1CCN(C(=O)C2COc3ccccc3O2)CC1 (stereo not drawn),0.6,-5.6%,-2.1%,-10.7%[57.1 µM],-14.4%[59 µM],/,-5.3%,55.2%[activator],-2.1%
Cc1nc2ccc(NS(=O)(=O)c3c(F)cc(F)cc3Br)cc2s1,-1.0,0.8%,-0.7%,-25.2%,16.6%[12.7 µM],9.8%,4.4%,50.5%[activator],42.4%[activator]
Cc1nn(Cc2ccccc2)c2sc(C(=O)NCc3cccnc3)cc12,1.5,-5.0%,-8.6%,-14.4%,7.3%[59 µM],11.3%,-15.1%,36.0%[activator],5.3%
C/C(=N\NS(=O)(=O)c1ccccc1)c1ccc2c(c1)OCO2,2.2,-9.5%,3.5%,-9.8%,-5.3%,/,-9.2%,31.2%,-3.0%
CCN(CC(=O)Nc1ccccc1C(F)(F)F)C(=O)CSCc1ccc(C)cc1,3.8,i,5.6%,-9.6%,2.0%,11.7%,-2.1%,5.5%,0.6%
COc1ccc(NC(=O)COC(=O)Cc2c[nH]c3ccccc23)cc1Cl,1.1,4.5%,4.6%,-24.5%,/,/,-16.2%,-16.1%,-0.9%
CN1CCN(S(=O)(=O)c2ccc3c(c2)oc(=O)n3C)CC1,4.1,-1.2%,2.3%,-3.4%,/,-9.5%,-6.1%,39.1%[activator],?
CNC(=O)C(=O)NCCN1CCN(S(=O)(=O)c2ccc3ccccc3c2)CC1,-0.9,-6.8%,2.3%,-7.3%,/,-6.3%,-9.4%,8.4%,0.8%
COc1cc(-c2csc(NC3CCCCC3)n2)cc(OC)c1OC,2.0,1.6%,-23.9%,?,25.1µM*,?,-12.5%,-14.2%,7.4%
Cc1ccc(S(=O)(=O)NCC(=O)OCc2ccccc2)cc1,3.2,-9.8%,-1.3%,4.8%,17.9%,/,-19.6%,51.8%[activator],-6.0%
CCn1c(=O)c2cc(C(=O)N3CCN(C)CC3)sc2c2ccccc21,3.1,-5.8%,-0.9%,-17.7%,-47.3%[59 µM],-2.6%,-10.0%,26.1%,-0.4%
CCN(CC)CCNC(=O)Cc1c(C(=O)O)n(CC)c2ccccc12,6.1,/,10.6%,-8.0%,?,-2.2%,10.6%,13.8%,2.6%
O=C(NCCNS(=O)(=O)c1cccc(C(F)(F)F)c1)c1cc(OCC(F)(F)F)ccc1OCC(F)(F)F,-0.5,-2.2%,7.1%,-20.3%,-10.1%[12.7 µM],10.8%,6.1%,20.1%,8.1%
O=C(c1ccc2ccccc2c1)N1CCN(c2ccc([N+](=O)[O-])c(N3CCOCC3)c2)CC1,6.3,-2.8%,-4.7%,?,?,?,-9.6%,?,-1.8%
COc1cc(/C=C2/SC(=S)N(CC3CCCO3)C2=O)ccc1O (stereo not drawn),-3.6,-10.4%,-15.9%,?,28.2µM*,44.7µM*,?,44.7µM*,?
Cc1ccc(S(=O)(=O)N2CCOCC2)cc1NC(=O)CSc1nc(N)cc(=O)[nH]1,1.3,-5.4%,-7.0%,0.0%,/,0.8%,-17.1%,33.4%,-1.0%
CCN1C(=O)[C@H]2[C@H]3CN=C(SCc4ccccc4)N3[C@@](CC)(C(=O)OC)[C@H]2C1=O,-0.5,-10.3%,-0.9%,-34.8%,/,/,1.8%,11.4%,-4.0%
CC(=O)c1c(C)[nH]c(C(=O)NCc2ccccc2)c1C,3.1,i,-9.3%,-23.2%,5.0%,-5.1%,-5.8%,12.0%,-0.8%
CC(C)C(=O)Nc1c(-c2ccccc2Cl)c(=O)c2ccccc2n1C,0.3,-8.9%,-3.5%,2.0%,2.0%,10.6%,-7.6%,32.1%,-6.0%
C=CCNC(=O)C(C#N)c1nc2ccccc2nc1N1CCCCCC1 (stereo not drawn),-3.7,-1.7%,0.2%,-35.8%,?,?,-3.9%,28.1%,?
COc1ccccc1CN1CCNC(=O)C1CC(=O)NC1CCCCCC1 (stereo not drawn),1.8,i,-12.2%,-15.8%,15.8µM*,-25.7%,-10.0%,33.8%,5.4%
Cc1nc2ccc(NC(=O)c3ccc(Cl)nc3)cc2s1,0.3,-8.7%,-4.1%,8.2%,?,-20.6%,-2.0%,44.4%[activator],12.3%
CCOCC(=O)Nc1nc(-c2ccccc2)c(CC)s1,-5.8,-7.8%,0.2%,30.2%,35.5µM*,-8.8%,6.2%,18.5%,-3.5%
FC(F)(F)c1nnc2sc(-c3cccs3)nn12,1.3,-4.0%,0.6%,-6.2%,?,-0.3%,3.2%,21.0%,-1.7%
O=C1/C(=C/c2ccccc2)SC(=S)N1C1CCS(=O)(=O)C1 (stereo not drawn),-8.3,-7.1%,2.0%,5.7%,?,-17.7%,13.6%,11.1%,-0.5%
Cc1ccc(S(=O)(=O)N2CCCCC2)cc1NC(=O)CSc1nnc(N)s1,2.3,-2.4%,-4.3%,-28.1%,-6.7%,-5.0%,-1.3%,22.6%,-4.6%
CN(C(=O)c1cccc(NC(=O)Cc2cccc(NC(=O)C3CCCN(C(=O)C4CCCC4)C3)c2)c1)C1CC1 (stereo not drawn),-0.4,-0.6%,-0.7%,-7.5%,/,/,-5.6%,36.1%,1.4%
COc1ccc(C)cc1Nc1ncnc2c1nnn2Cc1ccccc1Cl,-0.8,-10.5%,2.4%,/,/,/,-17.8%,/,/
O=C(NNC(=O)c1sccc1-n1cccc1)Nc1ccc(F)cc1,1.6,3.4%,9.4%,-18.4%,12.1%,-29.8%,-5.7%,25.4%,-1.9%

# Records listed so far shown as hits in BAZ2B inh:
SMILES,PI4K2A inh,Tb PGK inh,GLS inhibitor,JMJD2A Tudor,G9a block,BAZ2B inh,Pol eta inh,HP1b chromo inh,Pin1 inhibitor
COc1cc(/C=C2/SC(=S)N(CC3CCCO3)C2=O)ccc1O (stereo not drawn),-3.6,-10.4%,-15.9%,?,28.2µM*,44.7µM*,?,44.7µM*,?

# (more compounds)
SMILES,PI4K2A inh,Tb PGK inh,GLS inhibitor,JMJD2A Tudor,G9a block,BAZ2B inh,Pol eta inh,HP1b chromo inh,Pin1 inhibitor
COc1ccc(Nc2ncnc3c2oc2ccccc23)cc1,3.1,-4.9%,25.4%,-10.4%,?,-11.4%,-12.7%,59.0%[activator],1.8%
FC(F)(F)c1ccc(Cl)c(-n2c(-c3cc(-c4ccco4)[nH]n3)n[nH]c2=S)c1,-0.4,0.0%,8.9%,-30.2%,15.8µM*,-38.3%,-16.3%,11.1%,-3.5%
CCOC(=O)C1CCN(C(=O)CSc2n[nH]c(=O)[nH]c2=O)CC1,-3.1,1.3%,7.2%,2.4%,?,6.4%,-6.7%,10.1%,4.5%
O=C(CSc1nnnn1-c1ccccc1F)NNC(=O)c1ccco1,-3.3,-1.4%,-1.7%,-16.1%,8.2%,-1.3%,-3.2%,30.5%[activator],-9.8%
O=C(O)c1cccc2c1-c1ccc(Cl)cc1C2,-1.0,-16.1%,12.4%,-16.7%,/,/,-6.8%,2.6%,2.9%
CC(/C=N/Nc1nc(C)cc(=O)[nH]1)=C\c1ccccc1,0.1,i,1.3%,-17.4%,?,-3.7%,-12.2%,72.0%[activator],-3.1%

# This is a subset; the hit share may differ from the screen's.
